Screens deposited in PubChem BioAssay by The Scripps Research Institute Molecular Screening Center.
TTR transcr act – TTR transcription activation, primary screen | SH-SY5Y TTR promoter Gaussia luciferase, luminescence; 100% = recombinant luciferase protein wells | activation, % at 16.7 µM | AID 1117267 | actives 1.3% (n = 92,000);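 active = activation above the mean of all tested compounds plus 3 SD, cut at about 9.5% in these data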;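 note: cells exposed to compounds for one day before reading; 0% = median of all test compound wells on the plate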
* hit, by the source's call. Only part of the results is shown; count on the stated rates, not on these rows.

| TTR transcr act | SMILES |
| --- | --- |
| -1.1 | COc1ccc(-c2n[nH]c(=S)n2-c2ccc(Br)cc2)cc1OC |
| 0.5 | OCCNc1nc(N2CCCCC2)nc2ccccc12 |
| 3.1 | Cc1nn(-c2ccccc2)c(OC(=O)c2cccs2)c1S(=O)(=O)c1ccccc1 |
| 0.7 | CCOC(=O)C1(C)CCN1C(=O)c1ccccc1C(F)(F)F (configuration not stated) |
| 1.0 | Cc1oc2c(CN3CCOCC3)c(O)ccc2c(=O)c1-c1ccc(Br)cc1 |
| -0.2 | O=C(NC1CCN(Cc2ccccc2)CC1)c1ccc(Cl)cc1Cl |
| 0.5 | CCCC(=O)N(Cc1cccnc1)c1nc2c(OC)ccc(Cl)c2s1 |
| 2.8 | COCc1cccc(C2=CC(=O)C[C@H](c3ccc(F)cc3)C2)c1 |
| -0.6 | CN(C)C(=O)c1cccc(-c2cnc3c(NC=O)cc(-c4ccccc4Cl)cn23)c1 |
| -1.1 | CCN(c1ccccc1)S(=O)(=O)c1ccc(C(=O)Nc2nnc(C3CC3)o2)cc1 |
| -0.6 | COCCN1CCC(CNCc2c(C(=O)N3CCCCC3)nc3c(C)cccn23)C1 (configuration not stated) |
| -1.1 | COC(=O)/C=C/CSC1=N/C(=C/c2ccc(-n3cncn3)cc2)C(=O)N1 |
| -0.4 | O=C(OCC(=O)N1CCC(Cc2ccccc2)CC1)c1cncc(Br)c1 |
| 1.1 | COc1cc(NC2c3ncccc3C(=O)N2Cc2ccco2)cc(OC)c1OC (configuration not stated) |
| 4.5 | O=C(NCCN1CCN(C(=O)c2cccc(OC(F)F)c2)CC1)c1cccc(OC(F)F)c1 |
| -1.0 | COCCn1c(SCC(=O)c2c(N)n(C)c(=O)n(C)c2=O)nc2ccccc21 |
| -1.4 | Cc1nc(N/N=C/c2ccc(O)cc2)c2cnn(-c3ccccc3)c2n1 |
| 0.1 | CCc1ccc(NC(=O)c2ccccc2NC(=O)C2CCCO2)cc1 (configuration not stated) |
| 0.3 | CCOc1ccc(NS(=O)(=O)c2ccc(OCC(=O)NCCCOC)cc2)cc1 |
| -0.5 | C[C@H]1CN([C@@H](C)CO)S(=O)(=O)c2ccc(Br)cc2O[C@H]1CN(C)C(=O)CN(C)C |
| 0.3 | O=C(/C=C/NNC(=O)c1ccc(Br)cc1)c1ccccc1 |
| 0.2 | Cc1ccc(N2CC(C(=O)Nc3cccnc3)CC2=O)cc1Cl (configuration not stated) |
| -0.6 | Cc1ccc(S(=O)(=O)N2CCCOC2CNC(=O)C(=O)NCCN2CCOCC2)cc1 (configuration not stated) |
| 1.3 | O=S(=O)(NCCCCCNS(=O)(=O)c1ccc(F)cc1)c1ccc(F)cc1 |
| 0.7 | O=C(c1cccc2c1C(=O)N(Cc1cccnc1)C2)N1CCN(c2ccccc2)CC1 |
| 0.0 | FC(F)(F)c1cccc(-c2noc(CN3CCOCC3)n2)c1 |
| -1.4 | C[C@@H]1CN([C@@H](C)CO)S(=O)(=O)c2ccc(Br)cc2O[C@@H]1CN(C)C(=O)c1ccc(F)cc1 |
| -0.8 | COC(=O)[C@]12C[C@H](CC(=O)N3CCC(c4ccccc4)CC3)C(=O)N(CCc3ccc(OC)c(OC)c3)C1=C[C@H](COCc1ccccc1)O[C@@H]2C |
| 2.6 | N#CCCNC(=O)CCN1CCCCC1 |
| 3.1 | N#Cc1c(SCC(N)=O)nsc1SCc1ccccc1Cl |
| -1.4 | O=C1c2ccccc2-c2cc(Br)ccc2NC1O (configuration not stated) |
| 0.0 | O=c1[nH]c2ccc(S(=O)(=O)N3CCN(c4ccccc4)CC3)cc2[nH]c1=O |
| 0.5 | CC(=O)C1C(c2ccccc2Cl)NC(=O)NC1(O)C(F)(F)F (configuration not stated) |
| -0.7 | Cc1cc(=O)oc2cc(OC(=O)c3ccccc3)ccc12 |
| 2.4 | CCOc1cccc(N2C(=O)CC(NNC(=O)c3ccc(Br)o3)C2=O)c1 (configuration not stated) |
| -1.6 | CCCC(=O)NC(Nc1c(C)n(C)n(-c2ccccc2)c1=O)C(Cl)(Cl)Cl (configuration not stated) |
| -2.4 | CN(C(=O)c1ccc(Oc2ccc([N+](=O)[O-])cc2)cc1)C1CCCCC1 |
| -1.2 | CN(C(=O)CSc1nnc(-c2ccco2)o1)C1CCCCC1 |
| 0.0 | Cc1cc(C)c(N(CC(=O)NCc2ccccc2)C(=O)c2csnn2)c(C)c1 |
| 1.2 | O=c1cnnc(N/N=C/c2ccccn2)[nH]1 |
| 0.9 | O=C(CN1CCN(c2ccc([N+](=O)[O-])cc2)CC1)c1ccccc1 |
| 1.2 | COc1ccc(S(=O)(=O)N(C)CC(=O)Nc2ccccc2SC)cc1 |
| 1.8 | COc1ccc(NC(=O)c2ccco2)cc1NC(=O)COc1ccccc1[N+](=O)[O-] |
| -3.3 | CCOCc1nnc(NC(=O)c2ccc(OC)cc2)s1 |
| -1.3 | Nc1ncnc2c1ncn2[C@@H]1O[C@H](CNCC(O)CO)[C@@H](O)[C@H]1O (some centres not stated) |
| -0.6 | CN(C)c1ccc(C2CNC(c3ccc(Cl)c([N+](=O)[O-])c3)c3[nH]c4ccccc4c32)cc1 (configuration not stated) |
| 0.2 | CNC(=O)c1sc(=S)n(-c2ccc(OC)cc2)c1N |
| 3.4 | COc1ccc(Cn2nnnc2C(c2ccccc2Cl)N2CCN(C)CC2)cc1 (configuration not stated) |
| -4.4 | O=C(Nc1nc2ccccc2s1)c1ccc(N2CCCCC2)c([N+](=O)[O-])c1 |
| -1.7 | COc1ccc(NC(=O)CSc2nc(C3CC3)nc3ccccc23)cc1 |
| -2.0 | COC(=O)c1ccc2c(=O)n(CCCCCC(=O)O)c(=S)[nH]c2c1 |
| 4.1 | CCO[C@H]1OC(C(=O)NCc2nc3ccccc3[nH]2)=C[C@@H](c2cn(C(C)=O)c3ccccc23)[C@@H]1CCCO |
| 3.4 | COc1cccc(C(CC(=O)NCC2CCCO2)NS(=O)(=O)c2ccc(C)cc2)c1OC (configuration not stated) |
| 0.8 | O=C(NNC(=O)C1CCN(S(=O)(=O)c2cccc(C(F)(F)F)c2)CC1)C1CC1 |
| 2.5 | O=C(Cc1cccs1)Nc1ccc2c(c1)C(=O)OC2 |
| -1.4 | CCCCCOc1cccc(C2C(C(=O)c3cccs3)=C(O)C(=O)N2CCN2CCOCC2)c1 (configuration not stated) |
| 20.6* | O=C(O)Cn1c(Cc2ccccc2)nc2ccccc21 |
| 1.3 | COC(=O)c1cc(C)sc1NC(=O)CCc1ccccc1 |
| 1.5 | O=C(CN1C(=O)NC(c2ccccc2)(c2ccccc2)C1=O)NCCc1ccc(F)cc1 |
| -0.3 | CN(CC(=O)Nc1ccccc1C(F)(F)F)C(=O)CCc1nc2ccccc2c(=O)[nH]1 |

Later entries
| TTR transcr act | SMILES |
| --- | --- |
| 0.4 | C=CCN1C(=O)C(C(C)CC)NC1=S (configuration not stated) |
| 0.1 | CCc1ccc(OCC(=O)N(C)C2CCS(=O)(=O)C2)cc1 (configuration not stated) |
| -0.6 | CCN(CCn1cccn1)C(=O)CCc1nnc(C2(c3ccc(Cl)cc3)CCC2)o1 |
| -0.5 | CCc1cccc(C)c1NC(=O)c1ccc2c(c1)CCN2S(C)(=O)=O |
| 1.6 | CC(C)[C@H](NC(=O)c1ccco1)C(=O)OCC(=O)c1ccc2c(c1)NC(=O)CO2 |
| -2.2 | O=C(O)C1Nc2c(O)cccc2C2C=CCC12 (configuration not stated) |
| 6.8 | CC(=O)N1N=C(c2ccccc2)OC12CCCC2 |
| -2.2 | Cc1cc(C)nc(SC2=CS(=O)(=O)c3ccccc32)n1 |
| 0.6 | Cc1cc(C)c(NC(=O)CSc2cccc[n+]2[O-])c(C)c1 |
| -1.0 | N#C/C(=C/c1ccc(-c2ccccc2[N+](=O)[O-])o1)C(=O)NCCN1CCCCC1 |
| 1.4 | CCC(C)CCN1C(N(C)C)=NC[C@@H]1Cc1ccccc1 (some centres not stated) |
| -1.6 | Cc1ccc(C(=O)N/N=C\c2cccs2)cn1 |
| 1.7 | CC(=O)NC(C)(c1ccccc1)c1nc(/C=C/c2ccccc2)cs1 (configuration not stated) |
| 6.8 | COc1ccc(N2CCN(C(=O)CCN3C(=O)C4C5C=CC(C5)C4C3=O)CC2)cc1 (configuration not stated) |
| -2.9 | COc1ccc(C)cc1-n1nnnc1SCC(=O)NC(=O)NCc1ccco1 |
| -1.6 | CC1C(=O)N(Cc2cn(CCC3OCCO3)nn2)CCS(=O)(=O)N1Cc1ccc(-c2ccncc2)cc1 (configuration not stated) |
| 0.0 | CCOC(=O)N1CCN(c2c(NCCCOC(C)C)c(=O)c2=O)CC1 |
| 1.2 | OC1(Cc2ccccc2)CCNCC1 |
| 1.8 | Cc1ccc(NC(=O)COC(=O)C2CC2)cc1Cl |
| 2.3 | COC(=O)c1ccc2c(c1)C(=O)/C(=C/c1ccc(C)cc1)O2 |
| 1.1 | CCCCN1CC(COCc2ccccc2)Oc2cc(Br)ccc2S1(=O)=O (configuration not stated) |
| -1.5 | CC1(C)CNC(=S)N1Cc1ccccc1 |
| -2.4 | O=C(CCCCCNc1nc(=S)[nH]c2ccccc12)N1CCN(c2ccccn2)CC1 |
| 1.7 | CCN(CC)CCOC(=O)c1ccc(N/C=C(/C#N)c2nc(-c3ccc(OC)cc3)cs2)cc1 |
| -1.4 | COCCCn1c(=O)/c(=C\c2cccc(OC)c2OC)s/c1=C(/C#N)C(=O)Nc1ccc(C(=O)O)cc1 |
| -0.1 | Cn1nc([N+](=O)[O-])nc1Oc1ccccc1C(=O)N1CCOCC1 |
| -1.0 | O=C(Nc1cccs1)OC1CC2CC1[C@H]1CCCCN1C2 (some centres not stated) |
| 1.3 | Fc1cccc(/C=N/n2c(C3CCCCC3)n[nH]c2=S)c1 |
| -0.3 | O=C(NCc1ccco1)c1ccc2sc([C@@H]3O[C@H](CO)[C@@H](O)[C@H]3O)nc2c1 |
| -0.9 | COCCNC(=O)CN1CCN(C(c2ccccc2)c2ccccc2)CC1 |
| -0.6 | COc1ccc(-c2nnn(CC(=O)N(Cc3ccco3)C(C(=O)NCC3CCCO3)c3ccco3)n2)cc1 (configuration not stated) |
| 0.7 | COc1ccc(CNC(=O)CN(Cc2ccccc2)C(=O)c2csnn2)cc1 |
| -0.9 | CC(C)(C)NC(=O)C(C1CC1)n1c(=O)c(-c2ccccc2)nc2ccccc21 (configuration not stated) |
| -1.6 | COc1ccc(C2Nc3ccccc3C(=O)N2Cc2cccnc2)cc1COc1c(C)cccc1C (configuration not stated) |
| 1.0 | CSc1cccc(Nc2ccc(S(=O)(=O)N3CCOCC3)cc2[N+](=O)[O-])c1 |
| -0.3 | CCCCCC(=O)Nc1cccc(S(=O)(=O)NC2=NCCCCC2)c1 |
| 0.7 | Cc1ccc(N=C2C(=O)Nc3c(C)cccc32)cc1 |
| 0.3 | Cc1ccc(S(=O)(=O)Nc2cc(C)c(O)c(S(=O)(=O)c3ccc(C)cc3)c2)cc1 |
| 0.7 | CC1OC(CCc2cccc(Cl)c2)Cc2[nH]c(=S)[nH]c(=O)c21 (configuration not stated) |
| 1.1 | O=C(NCCc1nc(-c2ccccc2Cl)no1)c1ccccc1 |
| 1.2 | Cc1ccc(N(C(C)C(=O)Nc2cccc(N(C)S(C)(=O)=O)c2)S(C)(=O)=O)cc1 (configuration not stated) |
| 0.6 | NNC(=O)Cn1c(-c2ccccc2)cc2ccccc21 |
| -0.7 | O=[N+]([O-])c1ccc(Cl)c(CN2CCC(O)CC2)c1 |
| 2.2 | CC(=O)NC(c1cccc(F)c1)c1nc(-c2csc3ccccc23)cs1 (configuration not stated) |
| -1.9 | Cc1cccc(C)c1N(CC(O)Cn1c2ccccc2c2ccccc21)S(C)(=O)=O (configuration not stated) |
| -1.7 | COc1cc(NC(=O)Cn2cnc(S(=O)(=O)N3CCCCC3)c2)cc(OC)c1OC |
| 4.5 | CC(C)(C)C(=O)N1CCN(C(=O)c2ccco2)CC1 |
| 0.7 | c1ccc2cc(C3CCCCC3)ncc2c1 |
| -1.7 | Cn1c(CCNC(=O)c2ccccc2)nc2cc(NC(=O)C3CCCCC3)ccc21 |
| -2.4 | COc1ccc(S(=O)(=O)N2CCC(C(=O)Nc3ccccc3C)CC2)c2cccnc12 |
| -0.9 | COc1cc(CN2CC(=O)N(c3ccccc3Cl)C2=S)cc(OC)c1OC |
| -2.2 | CC(=O)Nc1cccc(C(=O)N(CCc2ccccc2)Cc2ccccc2)c1 |
| 5.8 | Cc1c(N=C(N)/N=C(\N)Nc2ccccc2)c(=O)n(-c2ccccc2)n1C |
| 1.6 | CC(=O)Nc1cccc(NC(=O)CSc2nnc(Cc3cccn3C)n2CCc2ccccc2)c1 |
| -2.5 | CN(C(=O)c1cccc(NC(=O)Cc2ccc(NC(=O)C3CCN(C(=O)c4ccccc4)CC3)cc2)c1)C1CCC1 |
| 0.9 | CC(=NCc1ccco1)c1c(O)n(C2CCCCC2)c(=O)[nH]c1=O |
| 1.1 | Cn1nc(C(=O)NCC2CCCO2)c2ccccc2c1=O (configuration not stated) |
| 1.4 | CN(C)S(=O)(=O)N(CC(=O)Nc1ccccc1C(F)(F)F)c1ccccc1 |
| 10.6* | O=C(N/N=C/C=C/c1ccccc1)c1n[nH]c2c1CCC2 |
| 0.3 | Cc1ccc(NC(=S)NC2CCN(Cc3ccccc3)CC2)cc1 |
| 1.0 | CC(C)CNC(=O)c1oc2ccccc2c1COc1ccccc1 |
| -1.2 | O=C1c2ccsc2SCCN1Cc1c(Cl)cccc1Cl |
| -0.4 | Cc1nc2ccc(N)nc2nc1C |
